# KCNQ1 pot = human KCNQ1 channel potentiation or activation; P51787; CHO-K1 KCNQ1, thallium flux FluxOR fluorescence; stronger effect = higher value; B-score at 10 µM; 0.35% of 310,000 active; AID 2648;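 active = fluorescence ratio B-score, a plate-corrected score, at least three library SD, with initial intensity B-score within 5 SD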
# Target sequence (P51787 whole entry, looked up): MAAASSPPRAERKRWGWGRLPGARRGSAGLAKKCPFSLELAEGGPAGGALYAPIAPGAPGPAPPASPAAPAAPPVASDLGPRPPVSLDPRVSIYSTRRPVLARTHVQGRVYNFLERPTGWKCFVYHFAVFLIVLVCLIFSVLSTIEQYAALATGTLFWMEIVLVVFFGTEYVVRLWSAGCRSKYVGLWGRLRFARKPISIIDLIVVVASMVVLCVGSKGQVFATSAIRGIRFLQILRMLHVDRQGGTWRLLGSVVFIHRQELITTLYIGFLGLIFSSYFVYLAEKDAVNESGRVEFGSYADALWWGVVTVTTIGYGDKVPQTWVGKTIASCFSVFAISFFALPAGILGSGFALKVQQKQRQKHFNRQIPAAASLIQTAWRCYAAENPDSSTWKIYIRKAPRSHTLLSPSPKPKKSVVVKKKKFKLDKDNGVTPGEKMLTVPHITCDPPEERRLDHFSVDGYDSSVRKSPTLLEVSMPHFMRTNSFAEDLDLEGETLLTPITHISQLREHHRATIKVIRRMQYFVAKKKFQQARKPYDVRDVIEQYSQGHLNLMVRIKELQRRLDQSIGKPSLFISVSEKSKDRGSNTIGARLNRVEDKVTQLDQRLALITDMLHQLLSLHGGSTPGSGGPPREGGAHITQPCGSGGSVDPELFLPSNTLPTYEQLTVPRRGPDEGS
#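 Doses: Single concentration per compound, DMSO matched to controls | Test system: KCNQ1-transfected CHO-K1 cells | Timing: 90 min dye loading and 20 min compound exposure, both at room temperature | Measured by: Kinetic FluxOR thallium fluorescence, 10-s 1-Hz baseline, 110-s post-stimulus read | Medium: Assay buffer with matched DMSO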
# KCNK9 block = inhibitors of human KCNK9 two-pore domain potassium channel | Q9NPC2 | 1.2% of 310,000 active | AID 488922 | B-score at 10 µM | HEK293 KCNK9, FluxOR thallium flux fluorescence; stronger effect = lower value;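 active = ratio B-score over 3 SD below the library mean, with starting fluorescence within 5 SD of its mean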;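 note: negative B-score means less thallium flux so channel inhibition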
# Target sequence (Q9NPC2 whole entry, looked up, the tested form may be a part): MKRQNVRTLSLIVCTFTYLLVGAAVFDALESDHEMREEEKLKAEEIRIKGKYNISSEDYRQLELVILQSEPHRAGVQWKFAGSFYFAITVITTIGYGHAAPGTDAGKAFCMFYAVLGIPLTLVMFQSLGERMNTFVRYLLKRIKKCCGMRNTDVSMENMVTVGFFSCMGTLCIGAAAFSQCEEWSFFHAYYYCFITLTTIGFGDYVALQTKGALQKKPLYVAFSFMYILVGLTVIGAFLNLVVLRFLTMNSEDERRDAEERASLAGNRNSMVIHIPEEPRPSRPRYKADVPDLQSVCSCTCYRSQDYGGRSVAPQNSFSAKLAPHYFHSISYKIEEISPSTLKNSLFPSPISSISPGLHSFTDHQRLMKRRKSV
# TRPC4 agonist = opens the mouse TRPC4 cation channel; Q9QUQ5; HEK293 TRPC4beta/mu-opioid, Fluo4 calcium fluorescence; stronger effect = higher value; B-score at 10 µM; 0.49% of 310,000 active;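 active = B-score above 5 SD of library B-scores, and initial fluorescence ratio not above library mean plus 5 SD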;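 note: positive B-score marks a calcium rise read as TRPC4 activation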
#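 Test system: HEK293 cells stably co-expressing mouse TRPC4beta and mu-opioid receptor | Schedule: Fluo4 dye loading 45 min at room temperature, 110 s recording | Measured by: Kinetic Fluo4 calcium fluorescence, 5 s baseline at 1 Hz | Evaluation: B score of integrated ratio | Controls: Buffer (low) and maximal DAMGO (high)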
# TRPC4 potent = allosterically enhances the mouse TRPC4 cation channel | AID 2227 | Q9QUQ5 | B-score at 10 µM | 0.42% of 310,000 active | HEK293 TRPC4beta/mu-opioid, DAMGO EC20, Fluo-4 Ca2+ flux; stronger effect = higher value;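 active = B-score of calcium response area above 5 SD of library B-scores, with initial fluorescence ratio within 5 SD of library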;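 note: B-score of integrated fluorescence ratio over time as area under calcium response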
# Platelet DG rel = platelet dense granule release activity. 0.22% of 300,000 active. inhibition, %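 (compounds screened at 7.5 µM in platelet-rich plasma)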. AID 1663. human platelet-rich plasma, SFLLRN dense granule ATP release, luminescence;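 active = mean replicate score, as percent of positive control, at or above 50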
# KCNQ1 block = human KCNQ1 channel inhibition | AID 2642 | B-score at 10 µM | 1.3% of 310,000 active | CHO-K1 KCNQ1, FluxOR thallium flux fluorescence; stronger effect = higher value;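 active = compounds whose thallium flux B-score, printed positive for inhibition, exceeds three library SD while starting fluorescence stays within three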;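 note: channel opened by potassium depolarization with thallium stimulus after 20 min compound exposure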
# hERG rescue = hERG (human) protection from proarrhythmic block | Q12809 | CHO-hERG, FluxOR thallium flux, dofetilide IC70 present | activation (rescue from dofetilide block), less the hit threshold, % at 10 µM | 0.51% of 310,000 active;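 active = activation above the mean of controls blocked by dofetilide plus 5 SD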;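 note: thallium influx through hERG after potassium depolarization seen as dye fluorescence rise; in these data hits start at about 4.7%; inactives centre near -7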
# Dyrk1A ADPGlo = Dyrk1A (rat) kinase inhibition | Q63470 | ADP-Glo luminescence, NFATc1 peptide | inhibition, % at 12.5 µM | 0.43% of 310,000 active | AID 504441; in the data active = inhibition above about 50%;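 note: plate controls were vehicle with enzyme for no effect and no enzyme for full effect; many of its hits are not listed in these tables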
# KCNK3 inh = human KCNK3 channel inhibition, primary screen | B-score at 10 µM | 0.84% of 340,000 active | CHO-KCNK3 thallium flux, FluxOR fluorescence; stronger effect = lower value;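 active = B-score under library mean minus 4 SD, starting fluorescence ratio at most library mean plus 5 SD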;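 note: more negative B-score means stronger inhibition of thallium flux through KCNK3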
# PolyA inh = inhibitors of polyadenylation in S. cerevisiae; S. cerevisiae SKY197-pL101 polyadenylation reporter, beta-gal luminescence; efflux-impaired pdr1/pdr3 knockout yeast; score 100 = 6 SD above DMSO; calls only at 12 µM; 0.02% of 300,000 active;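 active = lowest replicate activity score at least 50, where 100 means six control SD above control mean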;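 note: yeast exposed to compound for 9 h at 30 °C; higher score means more reporter readthrough which indicates perturbed polyadenylation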
# TRPC4 inh = inhibitors of mouse TRPC4 channel; Q9QUQ5; HEK293 TRPC4beta/mu-opioid, DAMGO-evoked Fluo4 calcium flux; stronger effect = lower value; B-score at 10 µM; 0.39% of 300,000 active; AID 2247;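 active = B-score over 3 SD under the library average, no early fluorescence shift, positive overall ratio signal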
#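 Assay system: Stable TRPC4beta/mu-opioid receptor HEK293 cells | Reagent: DAMGO in two steps, submaximal then maximal | Compound dosing: Single concentration per test compound | Signal: Fluo4 Ca2+ flux fluorescence | Evaluation: Per-well B score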
# Active calls of the source: *; i = inactive; . = not tested or not shown. These rows are one share of the data. The share of hits here may be higher or lower than overall.
SMILES,KCNQ1 pot,KCNK9 block,TRPC4 agonist,TRPC4 potent,Platelet DG rel,KCNQ1 block,hERG rescue,Dyrk1A ADPGlo,KCNK3 inh,PolyA inh,TRPC4 inh
COc1ccc(CC(=O)NNC(=O)c2ccc(Br)o2)cc1,i,i,i,i,-3.0,i,-6.2,4.2,i,i,i
CC(C)c1ccccc1OCC(O)CN(CC(O)COc1cccc2ccccc12)C(C)C (stereo not given),i,i,i,i,4.9,6*,-12.9,3.2,-9.21*,i,i
C=C(C)CN1CCN(c2ccc(N3C(=O)CCCC3=O)cc2[N+](=O)[O-])CC1,i,i,i,i,-1.8,i,-9.5,0.8,i,i,i
C=CCn1c(Cc2cccs2)nnc1SCC(=O)c1ccc(F)cc1,i,i,i,i,-1.7,i,-9.7,-6.5,i,i,i
COCC(C)NC(=O)c1cc(OC)cc(OC)c1 (stereo not given),i,i,i,i,-3.3,i,-12.9,-8.1,i,i,i
COC(=O)C1CCN(C(=O)Nc2ccc(OC)cc2)CC1,i,i,i,i,-13.5,i,-1.5,-10.5,i,i,i
COc1ccc(CC(=O)Nc2ccc(N(C)C)c3ccccc23)cc1,i,i,i,i,-3.4,i,-8.2,-1.1,i,i,i
Cc1ccc(S(=O)(=O)N2CCCN(S(=O)(=O)C3CCS(=O)(=O)C3)CC2)cc1 (stereo not given),i,i,i,i,0.2,i,-7.7,1.3,i,i,i
Cc1ccsc1C(=O)OCC(=O)Nc1cccc(S(=O)(=O)NC2=NCCCCC2)c1,i,i,i,i,7.3,i,-17.3,1.3,i,i,i
O=C(N/C(=C\c1ccccc1)C(=O)N1CCOCC1)c1ccc(Br)o1,i,i,i,i,-11.0,i,-4.3,5.4,i,i,i
Cc1ccc(S(=O)(=O)N/N=C\c2ccc3c(c2)OCO3)cc1C,i,i,i,i,28.1,i,-10.1,-2.7,i,i,i
CC(C)(CO)NC(=O)c1ccc2c(c1)C(=O)c1ccccc1-2,i,i,i,11*,-4.2,i,-3.8,5.1,i,i,i
CC(C)c1ccccc1NC(=S)NC1CCN(Cc2ccccc2)CC1,i,i,i,i,-15.1,i,-9.3,-4.2,i,i,i
N#Cc1c(N)n(C2CCCCC2)c2nc3ccccc3nc12,i,i,i,i,10.1,i,-4.0,7.6,i,i,i
Cc1ccnc(N2CCN(C(=O)CSc3nc4ccccc4nc3N3CCCCC3)CC2)c1,i,i,i,i,-6.3,i,-4.5,1.3,i,i,i
Cc1c(CN2CCN(C)C(CCO)C2)[nH]c2c(Cl)cccc12 (stereo not given),i,i,i,i,6.1,i,-4.3,-0.8,i,i,i
Cc1cc2c(NS(=O)(=O)c3ccc(F)cc3)cccc2nn1,i,i,i,i,-19.7,i,-4.6,.,i,i,i
CC(C)(C)NC(=O)CN(C(=O)C(=O)Nc1ccc2c(c1)OCCO2)C(C)(C)C,i,i,i,i,3.5,i,-8.3,-5.1,i,i,i
N#Cc1c(SCC(=O)Nc2ccc(C(F)(F)F)cc2)sc2c(O)cc(=O)[nH]c12,i,i,i,i,-3.4,i,-2.6,4.4,i,i,i
O=C(CC(=O)NC1CCCCC1)N/N=C/c1ccccc1[N+](=O)[O-],i,i,i,i,4.2,i,-10.7,2.4,i,i,i
Cc1ccccc1C(=O)Nc1cccc(C(=O)N/N=C/c2ccc3c(c2)OCO3)c1,i,i,i,i,14.9,i,-10.8,-1.7,i,i,i
C=CCSc1nnnn1-c1ccc(OC)cc1,i,i,i,i,-0.4,i,-10.0,-0.2,i,i,i
C=CCN(Cc1cn(C)nc1-c1cccc(Cl)c1)C1CCS(=O)(=O)C1 (stereo not given),i,i,i,i,12.1,i,-2.9,-1.1,i,i,i
O=C(COC(=O)CC(c1ccccc1)c1ccccc1)NCc1ccc(Cl)cc1,i,i,i,i,0.0,i,-15.9,-8.3,i,i,i
CC(C)(C)CN1CCN(Cc2cc3ccccc3[nH]2)CC1CCO (stereo not given),i,i,i,i,-0.4,i,-4.2,6.6,i,i,i

# (continued)
SMILES,KCNQ1 pot,KCNK9 block,TRPC4 agonist,TRPC4 potent,Platelet DG rel,KCNQ1 block,hERG rescue,Dyrk1A ADPGlo,KCNK3 inh,PolyA inh,TRPC4 inh
CC(=O)N1N=C(c2ccccc2)CC1c1cn(C)c2ccccc12 (stereo not given),i,i,i,i,-0.6,i,-4.8,0.1,i,i,i
CN(C(=O)COC(=O)c1cc(Br)c(Br)s1)C1CCS(=O)(=O)C1 (stereo not given),i,i,i,i,19.7,i,-1.7,-2.5,i,i,i
C=CCOc1ccc2oc(=O)cc(C)c2c1,i,i,i,i,-6.0,i,-3.5,7.0,i,i,i
CC1(C)C2CCC1(C)C(OCC[N+](C)(C)CC(=O)OC1CCCCC1)C2 (stereo not given),i,i,i,i,-3.2,7*,-7.2,3.0,i,i,i
CCc1ccc(OCC(=O)Nc2ccc3c(c2)OCCO3)cc1,i,i,i,i,-3.2,i,-3.3,-0.5,i,i,i
CCOCc1c(C(=O)NC2CCCCCC2)oc2ccccc12,i,i,i,i,-2.5,i,-5.7,1.5,i,i,i
CN(Cc1ccccn1)Cc1nc(Cc2ccccc2Cl)no1,i,i,i,i,-0.6,i,-3.9,-0.4,i,i,i
CC(NCC(=O)Nc1cc(Cl)cc(Cl)c1)c1ccccc1 (stereo not given),i,i,i,i,6.5,i,-10.4,3.6,i,i,i
Nc1nonc1-n1nnc(C(=O)N/N=C/c2ccco2)c1-c1ccccc1,i,i,i,i,0.9,i,-6.1,18.0,i,i,i
COc1ccc(C(=O)Cc2cc(OC)c(OC)cc2[N+](=O)[O-])c(OC)c1,i,i,i,i,-3.8,i,3.8,-13.1,i,i,i
CC(=O)NC(Cc1c[nH]c2ccccc12)C(=O)NCCc1ccccc1 (stereo not given),i,i,i,i,-5.2,i,-13.4,-4.0,i,i,i
O=C(CCCC(=O)OCC(F)(F)C(F)F)Nc1ccc(NC(=O)CCCC(=O)OCC(F)(F)C(F)F)cc1,i,i,i,i,15.5,i,-3.0,0.9,i,i,i
Cc1ccccc1NCc1nnc2n1CCCCC2,i,i,i,i,0.7,i,-6.5,-0.3,i,i,i
COc1cccc(/C=C/C(=O)OCC(=O)Nc2cccc(S(=O)(=O)N(C)C)c2)c1,i,i,i,i,-1.7,i,-8.2,2.3,i,i,i
COc1cc(CNCCc2ccc(S(N)(=O)=O)cc2)ccc1OCC(=O)N1CCCCC1,i,i,i,i,-4.3,i,-5.0,8.4,i,i,i
CCN1CCN(c2ccc(S(=O)(=O)N3CCOCC3)cc2NC(=O)C(C)Oc2cccc(Cl)c2)CC1 (stereo not given),i,i,101*,i,-6.7,i,-11.2,19.1,i,i,i
Nc1nnnn1/N=C/c1cccs1,i,i,i,i,3.2,i,1.5,3.5,i,i,i
COc1cc(/C=C(\C#N)C(=O)Nc2cccc(C(=O)O)c2)ccc1OCc1ccc(F)cc1,i,i,i,i,-0.9,i,-7.4,-2.4,i,i,i
CCc1cc(C(=O)Nc2ccc(OC)nc2)sc1C,i,i,i,i,17.7,i,-20.3,.,i,i,i
N#C/C(=C\c1ccc(C(=O)O)cc1)c1ccccn1,i,i,i,i,38.9,i,-2.1,2.7,i,i,i
CCC(C)NC(=S)Nc1ccccc1OC (stereo not given),i,i,i,i,-4.7,i,-10.4,.,i,i,i
CC(=O)c1cc2c(cc1NC(=O)Cn1nc(-c3ccc(C)cc3)ccc1=O)OCO2,i,i,i,i,0.0,i,-9.8,3.2,i,i,i
CCOC(=O)c1c(C)nc(C)c(C(=O)OCC)c1-c1cccnc1,i,i,i,i,0.8,i,-7.6,3.8,i,i,i
COc1ccc(F)cc1S(=O)(=O)NC1CCCCCC1,i,i,i,i,-1.2,i,-10.3,-3.7,i,i,i
CCOc1ccccc1NC(=O)c1ccc(OCC)c([N+](=O)[O-])c1,i,i,i,i,6.6,i,-10.1,-1.6,i,i,i

# The listing continues:
SMILES,KCNQ1 pot,KCNK9 block,TRPC4 agonist,TRPC4 potent,Platelet DG rel,KCNQ1 block,hERG rescue,Dyrk1A ADPGlo,KCNK3 inh,PolyA inh,TRPC4 inh
N#CC1=C(N)Oc2c(ccc3ccccc23)C1c1ccsc1 (stereo not given),i,i,i,i,-5.2,i,-21.5,14.2,i,i,i
COc1ccc(NC(=O)CN(Cc2ccccc2)S(C)(=O)=O)cc1,i,i,i,i,2.2,i,-9.3,1.5,i,i,i
Cn1c(CO)cnc1SCc1ccc(Cl)cc1,i,i,i,i,4.6,i,-4.0,-7.9,i,i,i
CCn1c(-c2cccc(Br)c2)n[nH]c1=S,i,i,i,i,-3.7,i,-3.1,.,i,i,i
O=C(NC(=S)NNC(=O)c1ccco1)c1ccccc1,i,i,i,i,-17.0,i,-5.3,-0.9,i,i,i
CCOC(=O)N1CCC(NS(=O)(=O)c2cc3c(cc2C)NC(=O)CO3)CC1,i,i,i,i,8.5,i,-5.6,-7.8,i,i,i
COc1ccc(Cl)cc1NC(=O)COC(C)=O,i,i,i,i,-0.6,i,-14.3,-0.1,i,i,i
N#Cc1c(N2CCCCC2)nc(N)c2c(N)nc3c(c12)CC(c1ccccc1)O3 (stereo not given),i,i,i,i,-0.8,i,-8.3,4.7,-9.54*,i,-9*
O=C(NCCc1c[nH]c2ccccc12)/C(=C\c1ccco1)NC(=O)c1ccco1,i,i,i,i,-11.0,i,-0.7,-0.8,i,i,i
CSc1nc(N)cc(=O)[nH]1,i,i,i,i,4.2,i,-6.0,13.4,i,i,i
O=C1CSC(=Nc2ccc(Cl)cc2)N1,i,i,i,i,2.8,i,-3.1,1.0,i,i,i
O=C(Cc1csc(Nc2nc(=S)[nH]c3ccccc23)n1)N1CCN(c2cccc(C(F)(F)F)c2)CC1,i,i,i,i,2.3,i,-6.7,0.0,i,i,i
Cc1ccc(C(=O)Nc2cc(-c3ccn[nH]3)c(C)n(N)c2=O)cc1,i,i,i,i,-3.2,i,-5.8,2.0,i,i,i
COc1ccccc1N1CCN(C(=O)c2ccc(N3CCCC3=O)cc2)CC1,i,i,i,i,6.3,i,-11.2,0.3,i,i,i
Cc1ccc2c(c1)c1nnc(SCC(=O)NC3CC3)nc1n2C,i,i,i,i,-1.9,i,-3.6,-5.2,i,i,i
Cc1ccsc1/C=N/NC(=O)c1nnn(-c2nonc2N)c1CSc1ccccc1,i,i,i,i,6.1,i,-2.7,3.7,i,i,i
